RECQ1 helicase – RECQ1 (human) helicase inhibition; AID 2549; P46063; actives 0.54% (n = 240,000); RECQ1 DNA unwinding, red fluorescence kinetic read; Potency, µM (doses to about 57.3 µM), inactives show at the top dose activity, negative = inhibition, actives largely listed as inhibitors;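 further: plate controls were vehicle for no effect and no enzyme for full effect; nearly all actives have a fitted effect of over 30% in size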
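RECQ1T1 50 nM; forked duplex (20 bp + 30-nt ss tails) 200 nM, ATP 2 mM final; pH 8.0, 2 mM MgCl2, 2.5 ug/ml poly(dI-dC); 15 min compound preincubation; discontinuous kinetic read over 2 h at RT.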
RGS12 GoLoco inh – blocks human Gai1 binding to RGS12 GoLoco peptide, red readout. Potency, µM (doses to about 61.6 µM), for the others: at the top dose activity, negative = inhibition, usual class: inhibitors. actives 0.44% (n = 230,000). Gai1:RGS12 GoLoco peptide FP, rhodamine, 10 min; active means well fitted inhibition curve with a large enough effect, not every such curve was filed as active; inactive means no such curve, though single readings can be large or run the other way; further: nearly all actives have a fitted effect of over 30% in size; many of its hits are not listed in these tables
Target sequence (P63096 whole entry, looked up): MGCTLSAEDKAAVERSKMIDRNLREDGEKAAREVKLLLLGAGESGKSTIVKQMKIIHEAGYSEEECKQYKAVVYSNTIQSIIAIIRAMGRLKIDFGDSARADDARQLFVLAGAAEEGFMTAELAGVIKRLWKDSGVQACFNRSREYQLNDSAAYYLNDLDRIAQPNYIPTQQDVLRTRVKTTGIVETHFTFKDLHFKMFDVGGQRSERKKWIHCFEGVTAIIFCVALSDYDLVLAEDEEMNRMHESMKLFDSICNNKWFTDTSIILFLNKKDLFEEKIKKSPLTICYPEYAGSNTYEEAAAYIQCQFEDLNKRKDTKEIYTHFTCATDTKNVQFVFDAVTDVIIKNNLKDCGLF
TRb-SRC2 inh – inhibitors of human thyroid hormone receptor beta-SRC2 interaction; P10828; TRbeta-SRC2 peptide binding, fluorescence polarization; receptor liganded with 1 µM T3; Potency, µM (top dose mostly 106 µM), without a hit: at the highest dose activity change, negative = inhibition, hits mostly inhibitors; actives 0.065% (n = 280,000); AID 1469;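 further: plate controls were bound peptide for no effect and peptide without receptor for full effect; nearly all actives have a fitted effect of over 50% in size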
Target sequence (P10828 whole entry, looked up): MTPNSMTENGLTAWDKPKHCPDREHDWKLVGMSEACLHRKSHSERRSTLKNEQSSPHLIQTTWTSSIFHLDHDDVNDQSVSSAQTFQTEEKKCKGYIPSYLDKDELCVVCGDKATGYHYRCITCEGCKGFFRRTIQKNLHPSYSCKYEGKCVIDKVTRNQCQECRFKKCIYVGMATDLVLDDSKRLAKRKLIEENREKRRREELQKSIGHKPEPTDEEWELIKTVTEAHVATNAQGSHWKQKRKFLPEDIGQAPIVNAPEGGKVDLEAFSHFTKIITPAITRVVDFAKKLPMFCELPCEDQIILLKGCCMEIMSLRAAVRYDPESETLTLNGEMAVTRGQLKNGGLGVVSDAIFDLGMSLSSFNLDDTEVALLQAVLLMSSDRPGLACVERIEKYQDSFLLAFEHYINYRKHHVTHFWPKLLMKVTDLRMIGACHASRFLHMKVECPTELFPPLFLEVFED
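Compounds were added to 0.6 uM TRb ligand-binding domain and 20 nM Texas Red-labeled SRC2 peptide in Tris buffer containing 1 uM T3, incubated 5 hr at ambient temperature, then read by fluorescence polarization.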
aGlu spleen mod – lysosomal alpha-glucosidase (human) modulation | P10253 | human spleen homogenate, 4-MU-alpha-glucoside fluorescence | Potency, µM (series often up to 79.9 µM), inactives show top-dose activity change, negative = inhibition, most hits filed as inhibitors | actives 0.006% (n = 240,000) | AID 2112;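 further: 0% = enzyme with vehicle and -100% = no enzyme basal signal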
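Human spleen homogenate (1 ug) incubated with compounds and 1 mM 4-methylumbelliferyl-alpha-D-glucopyranoside in pH 5.0 citrate/phosphate buffer, 37 C, 40 min. Stopped at pH 10; 4-MU fluorescence (Ex 365/Em 440 nm); AC50 by Hill fit.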
TexasRed fluor – alters Texas Red total fluorescence, flagging assay interference; TRb/SRC2 Texas Red total fluorescence interference; Potency, µM (highest dose often 106 µM), without a hit: top-dose fluorescence change, negative = quenching; actives 0.29% (n = 280,000); AID 1479; active means well fitted curve in either direction with a large enough effect; inconclusive means small, poorly fitted or top-dose-only effect
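Human TRβ ligand-binding domain (0.6 uM) and Texas Red SRC2 peptide (20 nM) in Tris buffer with 1 uM T3 and 5% DMSO were incubated with pinned compound for 5 hr at ambient temperature. Total fluorescence was computed as S + 2P (555/632 nm).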
L3MBTL1 inh – blocks human L3MBTL1. AlphaScreen L3MBTL1–H3K9me1 peptide binding. actives 0.66% (n = 230,000). Potency, µM (titrated, usually from 57.1 µM), without a hit: top-dose activity, negative = inhibition, most hits filed as inhibitors. AID 485360. Q9Y468; further: nearly all actives have a fitted effect of over 60% in size
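AlphaScreen assay: L3MBTL1 (50 nM final) was preincubated 30 min at room temperature with biotinylated H3(1-15)K9me1 peptide (75 nM final), then 30 min with library compounds; streptavidin donor and nickel chelate acceptor beads (10 ug/mL final) added, 30 min dark.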
GAA inh – inhibitors of human lysosomal alpha-glucosidase | P10253 | purified human GAA, 4-MU-alpha-glucoside fluorescence | Potency, µM (top dose mostly 76.9 µM), for the others: at the top dose activity change, negative = inhibition, most hits filed as inhibitors | actives 0.005% (n = 200,000);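 further: plate controls were uninhibited enzyme wells for no effect and no-enzyme background for full effect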
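Compounds are titrated up to 77 uM against 4 nM human enzyme. Substrate 4-methylumbelliferyl-alpha-D-pyranoside (400 uM) reacts 20 min at room temperature in pH 5.0 buffer; liberated 4-methylumbelliferone is read at 440 nm.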
GAA glycogen – alters human alpha-glucosidase cleavage of glycogen; recombinant GAA, glycogen substrate, Amplex Red glucose oxidase fluorescence; AID 2100; Potency, µM (series often up to 76.4 µM), for the others: at the top dose activity change, negative = inhibition, hits mostly inhibitors; P10253; actives 0.38% (n = 300,000);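 further: 0% = full enzyme reaction and -100% = no-enzyme basal signal; the screen sought inhibitors and activators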
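Recombinant human alpha-glucosidase (4 nM final) hydrolysed bovine liver glycogen (30 ug) for 40 min at 37 C in pH 5.0 citrate/phosphate with 0.01% Tween-20. Released glucose detected by glucose oxidase/Amplex Red, Ex 573/Em 610 nm. Compounds up to 77 uM; AC50 from Hill fits.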
* = called active by the depositor; i = inactive; u = inconclusive; x = not tested or not shown; [ ] = remark or other dose. Unless noted, the call rests on the fitted dose curve; in most records, active means well fitted curve in the direction sought with a large enough effect; inconclusive means small, poorly fitted or top-dose-only effect, or another doubt; inactive means no such curve, though single readings can be large; an effect the other way counts as inactive or inconclusive. Unless noted, on the % scale 0 is the no-effect control and ±100 the full control effect; potency means the concentration at half of the fitted maximal effect. This is a subset (hit frequency here may not be typical).

item	Compound	RECQ1 helicase	RGS12 GoLoco inh	TRb-SRC2 inh	aGlu spleen mod	TexasRed fluor	L3MBTL1 inh	GAA inh	GAA glycogen
1	COC(=O)C(Cc1ccc(O)cc1)NC(=O)c1ccccc1 (stereo not drawn)	12%	0%	1%	4%	-3%	x	-5%	7%
2	Cc1noc(NS(=O)(=O)c2ccc(NC(=O)CC34CC5CC(CC(Br)(C5)C3)C4)cc2)c1C	-10%	5%	1%	-13%	0%	3%	u	-7%
3	Cc1cc(=O)[nH]c2c1c(=O)[nH]n2C1CC(C)N(C)CC1C (stereo not drawn)	-2%	-5%	5%	-7%	0%	-3%	1%	-9%
4	CCCCCNc1nc(N2CCCC2)c2c(c1C#N)CCN(C)C2	-5%	x	3%	0%	1%	-2%	6%	13%
5	Cc1noc(C)c1C(=O)OCC(=O)Nc1ccc(C(N)=O)cc1	0%	-6%	-5%	3%	1%	16%	0%	6%
6	Cc1ccc(S(=O)(=O)NCCC(=O)Nc2ccc3c(c2)OCO3)cc1	8%	5%	-6%	-5%	-1%	-2%	-3%	-17%
7	CS(=O)(=O)c1[nH]nc(-c2ccccc2Cl)c1C#N	i	3%	2%	1%	-1%	13%	x	1%
8	CCCCOc1nc2ccccc2nc1C(C#N)C(=O)NC1CCCCC1 (stereo not drawn)	8%	10%	2%	-4%	0%	-2%	-3%	6%
9	CC(C)Oc1ccc(C2CC(=O)NC3=C2C(=O)CCC3)cc1 (stereo not drawn)	0%	-2%	2%	-6%	-2%	11%	u	10%
10	CCN(CC)C(=S)Nc1ccc2nc3n(c(=O)c2c1)CCCCC3	-3%	0%	0%	5%	-1%	11%	5%	-16%
11	COCCCn1c(=N)c(C(=O)NCC2CCCO2)cc2c(=O)n3ccccc3nc21 (stereo not drawn)	-4%	-4%	2%	12%	-3%	-25%	6%	15%
12	CCOc1ccccc1NC(=O)CN1C(=O)C(C)SC(C)C1=O (stereo not drawn)	-3%	6%	3%	x	2%	14%	u	-3%
13	CC(=NCCCn1ccnc1)c1c(O)n(Cc2ccccc2)c(=O)[nH]c1=O	i	-4%	-13%	-4%	6%	x	2%	2%
14	COC(=O)c1ccc(-c2ccc([C@H]3[C@H]4C=CC[C@@H](C)[C@@H]4C(=O)N3Cc3ccccc3)c(F)c2)cc1	i	3%	-8%	3%	1%	x	x	1%
15	COc1cc(/C=C2/C(=O)NN(c3ccc(F)cc3)C2=O)cc([N+](=O)[O-])c1O	-4%	-3%	-7%	-20%	-5%	x	x	u
16	Nc1ccc(N2CCCCC2)cc1N1CCCCC1	8%	23%	0%	-7%	24%	u	1%	u
17	O=c1cc(NCc2ccccc2)nc2ccccn12	-7%	-6%	-2%	-4%	-1%	-2%	8%	8%
18	Cc1nn(C)cc1CNC(=O)Nc1ccc(Cl)c(Cl)c1	-1%	-4%	12%	-4%	2%	x	-8%	2%
19	O=C(NCCCO)c1ccc(CSc2nc3ccccc3c(=O)[nH]2)cc1	-15%	4%	-1%	-7%	0%	x	x	-8%
20	Cc1c(Br)c(-c2n[nH]c(=S)n2Cc2ccco2)nn1C	2%	-3%	-3%	-1%	0%	0%	2%	-7%
21	Cc1ccccc1NC(=O)CCSc1nnnn1-c1ccccc1	i	5%	-2%	0%	3%	-6%	1%	0%
22	CCOC(=O)c1cnc(-n2nc(C)cc2C)nc1Nc1ccccc1OC	i	-8%	-2%	-1%	0%	-8%	4%	4%
23	CCOC(=O)C(C)/C(C)=N/NC(=O)c1cc2ccccc2cc1O (stereo not drawn)	-7%	8%	12%	-8%	-10%	9%	-1%	u
24	CCOC(=O)C(NC(=O)c1ccccc1Cl)(Nc1sc2c(c1C(N)=O)CCC2)C(F)(F)F (stereo not drawn)	-10%	x	-5%	-13%	-3%	3%	3%	u
25	Brc1ccccc1Cn1c(-c2cncs2)nc2ccccc21	-8%	7%	-3%	1%	1%	x	-11%	-17%
26	O=C(OCC(=O)N1CCc2ccccc2C1)c1ccc(N2CCOCC2)c([N+](=O)[O-])c1	-7%	x	-8%	-9%	-2%	-5%	1%	0%
27	Cc1onc(-c2c(Cl)cccc2Cl)c1C(=O)N=C(N)N1CCCC1	-6%	2%	4%	-4%	-1%	-1%	-6%	2%
28	COc1ccc(NC(=O)Nc2ccccc2SC)cc1	i	3%	-1%	7%	-1%	2%	-9%	19%
29	O=C(O)c1ccccc1OCCOc1ccccc1	17%	10%	4%	-3%	-1%	13%	8%	8%
30	CCC(C)[C@H](NC(=O)[C@@H]1Cc2ccccc2CN1C(=O)OC(C)(C)C)C(=O)NCC1CCC(C(=O)O)CC1 (stereo partly drawn)	-6%	-1%	5%	6%	-3%	-3%	x	8%
31	Cc1cc(C(=O)Nc2ccc3c(c2)OCCO3)c(C)o1	-3%	-1%	-8%	-11%	-1%	-1%	3%	7%
32	COc1ccc(/C=C(\NC(=O)c2ccco2)C(=O)NCCc2nc3ccccc3[nH]2)cc1	-14%	7%	-3%	-21%	-5%	-2%	-5%	-4%
33	CCC1(CC)Cc2ccccc2C2=C(C(=O)N3CCCCC3)C(=O)C(=O)N21	i	19%	-5%	0%	0%	-1%	2%	-10%
34	CCNc1nc(NC(C)C)nc(N(n2cnnc2)S(=O)(=O)c2ccc(C)cc2)n1	0%	6%	-8%	-2%	-1%	-3%	-1%	3%
35	N#Cc1ccc2c(c1)nc1ccccn12	6%	0%	5%	u	1%	x	u	-8%
36	Cc1ccc(-c2nc3ccccc3o2)cc1NC(=O)c1ccc2c(c1)OCO2	0%	95%[activator]	-3%	-4%	-1%	15%	3%	-3%
37	Cc1c(C(=O)OCCOC(C)C)[nH]c2c1C(=O)CC(C)(C)C2	-2%	6%	-9%	-9%	-3%	3%	-4%	4%
38	CC(=O)Oc1ccccc1N(C(C)=O)S(=O)(=O)c1cccc([N+](=O)[O-])c1	i	2%	-4%	-7%	3%	-9%	4%	12%
39	COc1ccccc1NC(=O)CN1CCN(c2ccc(Cl)cc2)CC1	-1%	3%	-3%	-22%	-1%	-4%	-6%	-6%
40	O=C(CCC(=O)N1CCCc2ccccc21)N1CCN(S(=O)(=O)c2ccccc2)CC1	i	4%	2%	-7%	-9%	2%	-17%	-3%
41	CN(C)CCCN(C(=O)CCOc1ccccc1)c1nc2ccc(F)cc2s1	i	-13%	-7%	2%	1%	x	-5%	-7%
42	COC(=O)c1cc(C(=O)N2CCN(c3cccc(C)c3C)CC2)cc([N+](=O)[O-])c1	i	16%	-1%	5%	-1%	-21%	12%	-11%
43	N/C(=N\OC(=O)Cc1ccccc1[N+](=O)[O-])c1ccc(Br)cc1	i	-3%	-7%	3%	-2%	u	8%	13%
44	CCOc1ccc2nc(SCC(=O)Nc3cc4c(cc3C(C)=O)OCO4)[nH]c2c1	-19%	0%	-24%	-1%	2%	-3%	5%	-21%
45	CCOC(=O)c1ccc(N/C(=N/S(=O)(=O)c2ccccc2)c2ccccc2)cc1	-3%	4%	-6%	-2%	0%	0%	3%	3%
46	O=C(CCC1CCCC1)NCc1ccccn1	i	3%	0%	-2%	-3%	-6%	-2%	6%
47	Cn1c(=O)c2c(ncn2CC(=O)N2CCN(c3ccccc3F)CC2)n(C)c1=O	i	5%	1%	3%	-2%	1%	0%	6%
48	COc1ccc(C(=O)c2c(C(F)(F)F)oc3c2C(=O)c2ccccc2C3=O)cc1OC	-11%	-10%	0%	6%	-5%	x	0%	u
49	Cc1ccc2nc3c(c(Nc4ccccc4)c2c1)CCC3	4%	3%	4%	-3%	-1%	-17%	-1%	6%
50	O=C1CCCC1C(=O)Nc1ccc2ccccc2c1 (stereo not drawn)	u	0%	5%	0%	-3%	x	x	-14%
51	Cc1ccc(Oc2ncccc2/C=N/OCc2ccc(Cl)c(Cl)c2)cc1	-13%	2%	1%	5%	5%	10%	-10%	-1%
52	CCCN1CCN(CCCNC(=S)Nc2ccc3nc(N4CCN(CC)CC4)cc(C)c3c2)CC1	i	5%	-1%	-18%	-2%	x	6%	-4%
53	O=C(CCn1nc(-c2ccc(Cl)cc2)ccc1=O)N1CCN(c2ccccn2)CC1	-5%	7%	-8%	-6%	1%	1%	-11%	1%
54	Cc1sc2nc(-c3cccnc3)[nH]c(=O)c2c1-c1ccccc1	i	22%	2%	7%	1%	2%	3%	9%
55	O=C(Cc1ccc(Br)cc1)NC1CCCCC1	i	5%	0%	-8%	0%	x	3%	1%
56	C=CCn1c(N)c(C(=O)OCC)sc1=S	-3%	4%	-3%	-5%	2%	-8%	0%	-9%
57	O=C(Cn1c2ccccc2c(=O)c2ccccc21)N/N=C/c1cc([N+](=O)[O-])ccc1N1CCCCC1	-15%	7%	-10%	0%	0%	7%	14%	1%

Record cards, as listed above.
Results for O=C1CCCC1C(=O)Nc1ccc2ccccc2c1 (stereo not drawn) = RECQ1 helicase = u; RGS12 GoLoco inh = 0%; TRb-SRC2 inh = 5%; aGlu spleen mod = 0%; TexasRed fluor = -3%; L3MBTL1 inh = x; GAA inh = x; GAA glycogen = -14%
Results for COc1ccccc1NC(=O)CN1CCN(c2ccc(Cl)cc2)CC1 = RECQ1 helicase = -1%; RGS12 GoLoco inh = 3%; TRb-SRC2 inh = -3%; aGlu spleen mod = -22%; TexasRed fluor = -1%; L3MBTL1 inh = -4%; GAA inh = -6%; GAA glycogen = -6%

Bioassay records from PubChem BioAssay.
